# Akt phos inh – Akt phosphorylation inhibition | activity change, % for hits at 50 µM | Neuro2A IGF-stimulated pAkt S473 HTRF, 20 min; stronger effect = lower value | 360,000 compounds, 0.32% hits; in the data active means activity change below about -80%; inconclusive means mostly about -51% to -80%; further: on the % scale 0 is the no-effect control and ±100 the full control effect
#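 Single-point screen (50 µM final compound) in Neuro2A cells stimulated 20 min with 6 nM IGF at 37 deg C. After lysis, Ser473-phosphorylated Akt read by HTRF (ex 330 nm, em 615/665 nm) as the 665/615 ratio.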
# EPAC2 antagonist – antagonists of human EPAC2; Q8WZA2; EPAC2 GEF exchange of Rap1B-BODIPY-GDP, fluorescence; Potency, µM (series often up to 114 µM), inactives show at the highest dose activity, negative = inhibition, actives largely listed as inhibitors; 360,000 compounds, 0.18% hits; further: potency means the concentration at half of the fitted maximal effect; on the % scale 0 is the no-effect control and ±100 the full control effect; nearly all actives have a fitted effect of over 45% in size; many of its hits are not listed in these tables
# Target sequence (Q8WZA2 whole entry, looked up): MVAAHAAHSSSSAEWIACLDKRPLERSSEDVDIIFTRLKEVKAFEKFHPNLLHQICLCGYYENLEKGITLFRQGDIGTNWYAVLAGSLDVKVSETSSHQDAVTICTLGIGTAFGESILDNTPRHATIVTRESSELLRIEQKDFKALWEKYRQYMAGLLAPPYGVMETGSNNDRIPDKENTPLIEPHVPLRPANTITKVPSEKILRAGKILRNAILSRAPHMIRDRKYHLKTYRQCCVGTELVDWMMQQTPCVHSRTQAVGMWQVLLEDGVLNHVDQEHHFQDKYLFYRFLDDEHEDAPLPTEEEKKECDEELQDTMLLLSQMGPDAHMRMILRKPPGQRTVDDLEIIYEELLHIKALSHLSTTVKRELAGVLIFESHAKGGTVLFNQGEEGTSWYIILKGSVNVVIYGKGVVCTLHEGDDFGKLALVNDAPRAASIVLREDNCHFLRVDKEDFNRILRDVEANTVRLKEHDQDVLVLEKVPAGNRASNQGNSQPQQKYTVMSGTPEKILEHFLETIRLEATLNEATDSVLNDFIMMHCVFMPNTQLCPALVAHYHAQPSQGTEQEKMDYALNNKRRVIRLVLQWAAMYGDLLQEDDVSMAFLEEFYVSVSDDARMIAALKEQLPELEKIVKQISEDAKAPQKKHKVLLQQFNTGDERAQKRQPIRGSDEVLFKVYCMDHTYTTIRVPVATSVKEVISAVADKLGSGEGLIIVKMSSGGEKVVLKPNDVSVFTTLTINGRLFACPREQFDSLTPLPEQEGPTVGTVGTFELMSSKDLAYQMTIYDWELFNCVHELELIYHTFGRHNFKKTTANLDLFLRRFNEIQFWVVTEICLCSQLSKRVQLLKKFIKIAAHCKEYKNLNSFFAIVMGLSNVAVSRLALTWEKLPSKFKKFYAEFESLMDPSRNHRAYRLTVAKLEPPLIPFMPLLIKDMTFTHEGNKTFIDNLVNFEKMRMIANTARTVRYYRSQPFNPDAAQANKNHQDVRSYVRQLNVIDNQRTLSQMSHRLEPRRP
# Nrf2 inh – inhibitors of Nrf2 signaling. A549 ARE-Fluc reporter, luciferase luminescence, 18-24 h. Potency, µM (top dose mostly 46 µM), without a hit: at the top dose activity change, negative = inhibition, most hits filed as inhibitors. 360,000 compounds, 2.1% hits; further: potency means the concentration at half of the fitted maximal effect; on the % scale 0 is the no-effect control and ±100 the full control effect; nearly all actives have a fitted effect of over 60% in size
#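 A549 ARE_Fluc cells (5000/well, 5% FBS OPTI-MEM) pre-incubated 2 h, then treated with compounds 18-24 h at 37C/5% CO2 in concentration-response. CellTiter-Fluor viability read first; BugLite luciferase luminescence after 15 min at room temperature gives Nrf2 activity.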
# CCT chaperon mod – cytosolic chaperonin activity modulation; 360,000 compounds, 0.3% hits; AID 651819; activity change, % (test concentration not listed), hits read low; purified chaperonin ATPase assay, HTRF ADP detection, 30 min; in the data active means activity change below about -30%; further: on the % scale 0 is the no-effect control and ±100 the full control effect
#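 Enzyme 40 or 20 nM (batch-dependent) in Tris pH 7.4/KCl/MgCl2/DTT; cpd 76 uM single point; ATP 10 uM; 30 min 37 °C; Transcreener ADP HTRF detection, 30 min RT; ratio 665/615.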
# A549 tox – counter-screen for Nrf2 inhibitors: cytotoxicity in A549 cells | A549 ARE-Fluc cells, CellTiter-Fluor viability, 18-24 h | Potency, µM (series often up to 46 µM), without a hit: at the highest dose activity change, negative = cytotoxicity, hits mostly inhibitors | 390,000 compounds, 0.16% hits; further: potency means the concentration at half of the fitted maximal effect; on the % scale 0 is the no-effect control and ±100 the full control effect
#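 A549 ARE-Fluc cells in 5% FBS OPTI-MEM, 5000 cells/well, rested 2 h then exposed to compounds in concentration-response for 18-24 h at 37 °C. Viability by CellTiter-Fluor fluorescence (Ex 405/Em 525) after 30 min; luciferase luminescence (BugLite, 15 min, RT) read afterwards.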
# TGFb SMAD3 inh – TGF-b pathway inhibition | HepG2 CAGA-GFP TGF-b/SMAD3 reporter, GFP fluorescence, 18 h; TGF-beta stimulated, 500 pg/mL final | Potency, µM (highest dose often 46.1 µM), for inactives: at the top dose activity, negative = inhibition, actives largely listed as inhibitors | 410,000 compounds, 1.2% hits; further: potency means the concentration at half of the fitted maximal effect; on the % scale 0 is the no-effect control and ±100 the full control effect; nearly all actives have a fitted effect of over 65% in size
#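 Using HEPG2 CAGA-GFP reporter cells at 1000 cells/well, we pinned test compounds, stimulated with recombinant TGF-beta (500 pg/mL final) and measured total well GFP after 18 h.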
# Nrf2 activator – activates Nrf2 signaling; 410,000 compounds, 0.31% hits; AID 624171; Potency, µM (titrated, usually from 46.1 µM), for the others: at the top dose activation, most hits filed as activators; AREc32 ARE-luciferase reporter (MCF7-derived line), luminescence, 24 h; further: potency means the concentration at half of the fitted maximal effect; % of control where 0% means no effect; nearly all actives have a fitted effect of over 65% in size
#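 AREc32 cells carrying an ARE-driven firefly luciferase, 1000 cells/well in OPTI-MEM with 5% FBS, dosed after overnight attachment and incubated 24 hr at 37 deg C. Steady-Glo luminescence read after 30 min at RT.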
# EPAC2 ag – EPAC2 (human) agonism. Q8WZA2. EPAC2 activation, biochemical qHTS; response scale: 100% = 6.5 mM cAMP response. Potency, µM (top dose mostly 154 µM), for the others: top-dose activation, most hits filed as activators. 360,000 compounds, 0.079% hits. AID 720711; further: potency means the concentration at half of the fitted maximal effect; nearly all actives have a fitted effect of over 50% in size
#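 Compounds were added across a concentration range to EPAC2 (100 nM), RAP1B-BODIPY-GDP (250 nM) and GDP (50 uM). After 5 min at room temperature, fluorescence was recorded at 5-min intervals for 30 min.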
# Mm-Cpn inhibitor – blocks the Methanococcus maripaludis chaperonin Mm-Cpn | purified Mm-Cpn ATPase, ADP Transcreener TR-FRET | Potency, µM (titrated, usually from 76.9 µM), without a hit: at the highest dose activity, negative = inhibition, hits mostly inhibitors | 330,000 compounds, 0.031% hits | AID 504842; further: potency means the concentration at half of the fitted maximal effect; on the % scale 0 is the no-effect control and ±100 the full control effect; nearly all actives have a fitted effect of over 80% in size
#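 Reaction buffer contained 30 mM Tris pH 7.4, 100 mM KCl, 5 mM MgCl2 and 1 mM DTT. Mm-CPN (25 nM final) hydrolysed 10 uM ATP over 30 min at 37°C; ADP was read by HTRF.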
# Numbers without * were called inactive; i = inactive; ? = inconclusive; nt = not tested or not shown; & = joins results of further samples; [ ] = another dose, or the depositor's remark. Unless noted, the call rests on the fitted dose curve; in most records, active means well fitted curve in the direction sought with a large enough effect; inconclusive means small, poorly fitted or top-dose-only effect, or another doubt; inactive means no such curve, though single readings can be large; an effect the other way counts as inactive or inconclusive. Only part of the results is shown. The share of hits here may be higher or lower than overall.
SMILES,Akt phos inh,EPAC2 antagonist,Nrf2 inh,CCT chaperon mod,A549 tox,TGFb SMAD3 inh,Nrf2 activator,EPAC2 ag,Mm-Cpn inhibitor
O=C(CSCc1ccc(Cl)cc1)Nc1ccc(S(=O)(=O)N2CCOCC2)cc1,i,-6.1%,5.8%,-0.5,7.7%,-19.9%,-0.2%,-10.2%,0.6%
CSc1ncc(Cl)c(C(=O)Nc2c(C(=O)c3ccc(C)c(F)c3)oc3ccccc23)n1,nt,nt,8.8%,nt,4.1%,-8.5%,-0.6%,nt,nt
CNC(=O)C1=C(C)n2c(nc3ccccc32)NC1c1ccc(OC)cc1 (stereo not drawn),i,-2.2%,2.2%,-1.8,6.7%,13.2%,3.6%,13.0%,0.5%
CCOc1ccc2c(c1)n(CO)c(=S)n2CO,i,-0.4%,-12.3%,-0.2,-4.3%,?,-0.5%,7.2%,-0.3%
CN(C)S(=O)(=O)NC(c1ccccc1)c1ccccc1,i,-2.8%,0.7%,-0.7,-0.2%,10.4%,0.0%,2.2%,1.2%
O=C(COc1ccc2c3c(c(=O)oc2c1)CCC3)NCc1ccncc1,i,-5.7%,9.4%,-1.1,3.6%,-13.7%,-0.5%,4.6%,-2.8%
COc1ccccc1/C=C1\SC(=S)N(CCC(=O)N2CCCCC2CCO)C1=O (stereo not drawn),i,-1.5%,1.1%,0.3,-8.2%,-13.1%,10.6%,9.9%,-1.8%
COc1ccc(CNC(=O)CN(C(=O)CCC(=O)Nc2nccs2)c2ccc(C)cc2)cc1,i,?,-0.3%,-2.0,1.7%,-1.8%,2.6%,-6.6%,1.1%
Cc1nnc(SCc2ccc3c(c2)OCO3)s1,i,-0.4%[57.1 µM],23.7%,-1.9,9.4%,-3.4%,2.7%,5.2%,1.6%
Cc1ccccc1N(CC(=O)NC(C)(C)C)C(=O)CCC(=O)Nc1nccs1,i,12.1%,-10.9%,-2.5,-2.5%,-5.8%,0.1%,-7.6%,-2.8%
CCc1ccc(-n2nc(CO)c(C(=O)NCc3cccs3)n2)cc1,nt,nt,21.9%,nt,-3.8%,?,4.3%,nt,nt
CC(=NNC(=O)c1ccncc1)c1ccccc1O,i,-10.9%,?,-1.5,-13.6%,0.0%,-0.9%,3.6%,nt
Cc1cc(S(=O)(=O)NC(C)C)ccc1OCC(=O)NCc1ccccc1,i,5.8%,-20.8%,-0.8,4.9%,-0.4%,-0.3%,9.2%,3.4%
O=C(O)Cn1c2ccccc2c2n[nH]c(=S)nc21,i,4.0%,9.0%,1.3,-1.2%,1.3%,-0.1%,3.6%,1.1%
CC(=O)c1ccc(NC(=S)NCc2cccnc2)cc1,i,-4.9%,?,-2.8,-0.4%,-4.7%,0.5%,1.7%,0.3%
COc1ccc(C(=S)N2CCNCC2)cc1,i,2.7%,0.8%,-1.7,4.8%,3.5%,4.0%,9.7%,-1.2%
Cc1cccc2cc(CN(CC3CCCO3)C(=O)c3cccs3)c(=O)[nH]c12 (stereo not drawn),i,1.6%,6.2%,-0.1,1.2%,8.6%,-0.4%,-3.8%,1.7%
O=C(O)CSc1nnc(-c2ccccc2Br)n1-c1cccc(C(F)(F)F)c1,i,-5.8%,-1.4%,-2.9,0.5%,-5.9%,-1.1%,7.7%,0.3%
C[C@H](CO)N1C[C@H](C)[C@H](CN(C)C(=O)c2ccccn2)Oc2ncc(Br)cc2C1=O,i,-0.7%,nt,1.8,nt,25.1%,-0.8%,5.8%,nt
CC1(C)CC(C(N)=S)CCO1 (stereo not drawn),i,-7.2%,3.1%,1.0,0.8%,?,0.2%,2.7%,-1.3%
Cc1cc(NC(=O)c2ccccc2)ncc1NC(=O)c1cccs1,i,8.7%,?,0.0,0.0%,-10.6%,6.0%,12.6%,0.8%
Cn1c(=O)c2sccc2n2c(CCC(=O)N3CCN(c4ccccc4)CC3)nnc12,nt,nt,?,nt,-1.0%,-1.5%,3.7%,nt,nt
COc1ccc(OC)c(NC(=O)CSc2nc(N3CCOCC3)nc(N3CCOCC3)n2)c1,i,-3.9%,?,-2.4,-15.2%,-0.6%,0.4%,3.4%,-7.3%
CCC(C)NS(=O)(=O)c1ccc(N)cc1 (stereo not drawn),i,5.0%,3.2%,0.6,1.8%,11.5%,-0.6%,7.5%,2.1%
C[C@]1(O)CC(=O)C=C[C@H]1Nc1ccccc1,i,13.5%,-10.1%,0.3,-12.3%,?,-1.7%,-3.3%,nt
# Further structures follow.
SMILES,Akt phos inh,EPAC2 antagonist,Nrf2 inh,CCT chaperon mod,A549 tox,TGFb SMAD3 inh,Nrf2 activator,EPAC2 ag,Mm-Cpn inhibitor
Cc1ccc(NC(=O)CCNS(=O)(=O)c2ccc3c(c2)CCC(=O)N3)cc1F,i,-20.7%,-20.4%,1.0,13.4%,-8.0%,0.2%,-1.4%,-0.1%
Cn1cc(S(=O)(=O)N2CCc3ccccc32)cc1C(=O)NC1CCCCC1,i,4.8%,-3.6%,-1.8,1.0%,-9.7%,0.0%,-2.3%,2.0%
O=C(CSc1nnc(-c2cccs2)o1)c1cccs1,i,0.7%,?,1.2,0.1%,-3.9%,6.2%,0.0%,?
Cc1noc(C)c1C(=O)OCC(=O)/C=C1/N(C)c2ccccc2C1(C)C,i,0.4%,?,-1.6,-7.0%,18.2%,-0.4%,-4.5%,nt
COc1cc(OC)c(OC)cc1CNc1cc(C)ccc1OC,i,-10.1%,?,3.8,-5.9%[1.84 µM],?,3.5%,9.6%,-2.6%
COc1cc(CC(=O)OCc2ccccc2F)cc(OC)c1OC,i,-20.8%,8.8%,1.2,0.4%,5.3%,2.0%,10.0%,1.1%
COc1ccccc1C1CC(=O)NC(SCC(=O)Nc2ccccc2)=C1C#N (stereo not drawn),i,-7.7%,-5.4%,-1.5,7.6%,-1.4%,4.1%,14.2%,0.6%
COc1ccc(CCNC(=O)c2cc3c(=O)n4ccccc4nc3n2C)cc1,nt,nt,9.2%,nt,-1.3%,2.6%,-0.1%,nt,nt
CCCCCC(=O)NN=C1CCN(Cc2ccccc2)CC1,i,11.6%,5.9%,-3.2,-3.8%,10.9%,-0.5%,6.5%,-4.8%
Cc1c(C(=O)NCCC#N)sc(=O)n1Cc1ccc(C(=O)N(C)C)cc1,i,12.4%,nt,0.4,nt,-6.4%,0.0%,-1.3%,nt
COc1ccccc1NC(=O)C(C)OC(=O)CSCC(=O)Nc1ccc(C)cc1C (stereo not drawn),i,-3.6%,2.5%,0.0,13.3%,-6.0%,-0.3%,9.0%,-2.9%
Cc1cc(C(F)(F)F)nc(CCNC(=O)C2CCC(=O)N(Cc3cccc(F)c3)C2)n1 (stereo not drawn),i,4.1%,3.4%,-0.5,-3.4%,-6.4%,-0.8%,8.3%,-1.0%
CCCCN(C(=O)CC1CCCC1)c1c(N)n(CCC)c(=O)[nH]c1=O,i,13.4%,0.4%,-1.2,-0.6%,0.0%,-1.2%,0.0%,1.0%
Cc1noc(C)c1S(=O)(=O)NC(=O)C1(C)CCN1C(=O)c1ccc(C2CCCCC2)cc1 (stereo not drawn),i,6.7%,nt,-0.2,nt,34.3%[activator],0.5%,0.3%,nt
CCC(=O)N1CCc2cc(Br)cc(S(=O)(=O)CCC(=O)NCCc3ccccc3Cl)c21,nt,nt,-12.3%[9.27 µM],nt,0.0%,-16.4%,1.2%,nt,nt
CCOC(=O)/C(C#N)=C/c1c(N2CCN(CC)CC2)nc2c(C)cccn2c1=O,i,12.6%,-0.1%,-0.1,-9.0%,4.2%,3.8%,5.5%,-1.2%
COc1cccc2c(=O)cc(C)n(CC(=O)Nc3ccc(Br)cc3)c12,i,4.3%,2.7%,-2.5,-16.1%,-10.4%,0.0%,6.7%,1.9%
CC(C)CCSc1nnc2n(-c3ccccc3)c(=O)c3c4c(sc3n12)CC(C)CC4 (stereo not drawn),nt,nt,-2.7%,nt,5.2%,-12.7%,1.9%,nt,nt
Cc1nc2c(ncn2-c2ccccc2)c(=O)n1NC(=O)CN1CCN(C)CC1,i,3.3%,-5.2%,-0.4,1.0%,-4.9%,-0.6%,10.3%,0.7%
O=C(O)CCCCCN1C(=O)/C(=C/c2cn(-c3ccccc3)nc2-c2cccs2)SC1=S,i,65.9%[activator],?,-1.5,?,-0.9%,10.5%,23.8%,nt
Cc1cc(=O)n2nc(N3CCC(C(=O)NCCCOC(C)C)CC3)sc2n1,nt,nt,9.4%,nt,0.9%,23.1%,-0.9%,nt,nt
COc1ccc(C(=O)Nc2ccc(C3CC3(Cl)Cl)cc2)cc1 (stereo not drawn),i,-2.1%,?,-0.1,-15.5%,?,-0.5%,3.0%,1.5%
Cn1nc(C(=O)NCc2ccccc2Cl)c2c1-c1ccccc1S(=O)(=O)C2,i,3.5%,?,-0.1,1.0%&11.2%,-6.3%&-0.5%,0.0%&-0.2%,3.8%,0.3%
CC(C)C[C@H](NC(=O)N1CCn2c1nc1ccccc12)C(=O)N[C@@H](Cc1ccccc1)C(=O)O,i,-7.3%,8.5%,-1.5,2.6%,14.7%,0.1%,-1.7%,-1.3%
COc1cccc(NCc2nnc(SCC(=O)N(C)C3CCS(=O)(=O)C3)n2C2CCCCC2)c1 (stereo not drawn),i,-4.5%,-3.6%,-0.3,-3.0%,0.4%,-0.5%,2.2%,0.1%
